TNAP inh hiacc: blocks human TNAP under high phosphate acceptor concentration. AID 1135. purified TNAP, CDP-star luminescence, 1 M DEA. inhibition, % at 20 µM. 200,000 compounds, 0.03% hits;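 active = over 50% inhibition of tissue-nonspecific alkaline phosphatase at 20 µM in the single-dose screen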;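 note: plate controls were DMSO wells for no effect and EDTA-quenched wells as full inhibition for full effect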
Target sequence (P05186 whole entry, looked up): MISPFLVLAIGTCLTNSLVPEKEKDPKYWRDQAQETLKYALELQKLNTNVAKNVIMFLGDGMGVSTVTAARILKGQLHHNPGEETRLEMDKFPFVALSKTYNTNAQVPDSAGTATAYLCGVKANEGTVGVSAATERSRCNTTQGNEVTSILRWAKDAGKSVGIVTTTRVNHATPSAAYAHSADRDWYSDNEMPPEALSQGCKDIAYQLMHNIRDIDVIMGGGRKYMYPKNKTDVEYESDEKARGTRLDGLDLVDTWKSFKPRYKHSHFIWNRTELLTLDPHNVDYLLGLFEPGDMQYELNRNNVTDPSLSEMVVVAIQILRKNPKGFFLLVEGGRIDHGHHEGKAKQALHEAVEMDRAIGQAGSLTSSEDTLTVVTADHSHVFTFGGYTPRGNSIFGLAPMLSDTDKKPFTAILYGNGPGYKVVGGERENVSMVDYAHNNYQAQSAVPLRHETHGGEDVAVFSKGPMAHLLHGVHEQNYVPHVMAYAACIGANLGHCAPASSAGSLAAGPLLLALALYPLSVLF
FLuc stim CS: firefly luciferase counter-screen for stimulation assays. P08659. ATPlite luciferase biochemical, luminescence, 10 min; 0 = ATP-free wells, 1 = DMSO control. activation factor at 10 µM. 200,000 tested, under 10 active;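 active = luciferase activation factor, scaled between plate controls, of at least 2 with compound at 10 µM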
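Material: luciferase plus luciferin reagent, cell-free. Medium: PBS buffer for ATP. Also added: ATP substrate, dispensed from a 10.24 µM working solution in PBS. Doses: test compounds dosed from 2 mM stocks in 100% DMSO. Incubation: 10 min post-reagent at room temperature. Technique: light output (luminescence). Read-out basis: luminescence gain marking luciferase activators.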
Diaphorase inh: counter-screen for diaphorase-based assays: diaphorase inhibitors and chemical oxidizers | inhibition, % at 20 µM | diaphorase resazurin-to-resorufin fluorescence, NADH, 16 min; bacterial (C. kluyveri) enzyme, not human | 190,000 compounds, 0.69% hits;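 active = primary screen inhibition at 20 µM above a set limit, cut at about 50% in these data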;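 note: plate controls were DMSO with full reaction for no effect and wells lacking NADH for full effect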
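Detection: fluorescence of resorufin formed from resazurin, Ex 544/Em 590 nm; test system: Clostridium kluyveri diaphorase enzyme; amount: 0.14 U/mL diaphorase, enzyme working solution; times: 16-min room-temperature incubation before reading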
TNAP inh no acc: blocks human TNAP activity with no phosphate acceptor present | P05186 | purified TNAP, CDP-star luminescence, 30 min | inhibition, % at 20 µM | 200,000 compounds, 0.26% hits;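 active = tissue-nonspecific alkaline phosphatase inhibition above about 50% at 20 µM in the single-dose screen, limit read from the data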;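 note: 0% = DMSO negative control and 100% = EDTA positive control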
G6PDH CS: inhibits Leuconostoc G6PDH, flagging false hits in G6PDH-based assays; AID 1020; 200,000 compounds, 0.12% hits; Purified L. mesenteroides G6PDH, diaphorase/resazurin coupled fluorescence, 45 min; inhibition, % at 5 µM; in the data active = inhibition above about 50%
Efa HMGR inh: E. faecalis class II HMG-CoA reductase inhibition; 190,000 compounds, 0.41% hits; AID 1066; purified E. faecalis HMGR, NADPH absorbance 340 nm kinetic; inhibition, % at 10 µM;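 active = inhibition above a set limit, the median over all tested compounds plus 3 SD, cut at about 9.5% in these data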;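 note: enzyme runs in reverse so mevalonate oxidation gives rising NADPH absorbance; 0% = complete reaction with DMSO and 100% = background rate lacking mevalonate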
TNAP act hi DEA: increases human TNAP activity under high phosphate acceptor concentration. P05186. purified TNAP, CDP-star luminescence, 1 M DEA, 30 min; stronger effect = higher value; 0 = EDTA background, 1 = DMSO-only activity. activation factor at 20 µM. 200,000 tested, under 10 active;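 active = activation factor at least 2 at 20 µM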
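Control set: EDTA negative control, DMSO positive control / Assay system: human TNAP / Quantity: TNAP 1/800 final / Evaluation: TNAP activation factor scaled between EDTA and DMSO control wells / Measured by: luminescent substrate turnover signal / Compound dosing: one dose, 20 µM / Times: 30 min enzyme reaction at room temperature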
Diaph act CS: diaphorase activation or chemical reduction counter-screen; activation factor at 20 µM; AID 1229; Diaphorase/resazurin coupled assay, resorufin fluorescence, 16 min; stronger effect = higher value; 1 = vehicle wells, 0 = NADH-free wells; 190,000 compounds, 0.005% hits;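 active = diaphorase activity raised at least twofold by the compound at 20 µM; inactive = activation factor below 2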
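Measured by – red resorufin fluorescence at 544/590 nm excitation/emission · Test system – Clostridium kluyveri diaphorase, purified enzyme · Incubation – reaction time 16 min, room temperature · Buffer or medium – 50 mM HEPES pH 7.4 with 4.542 mM MgCl2, 0.005% Tween 20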
PMI act satM6P: activators of human phosphomannose isomerase at near-saturating mannose 6-phosphate; P34949; coupled PMI enzyme assay, resazurin fluorescence, 20 min; stronger effect = higher value; 1 = untreated enzyme, 0 = substrate-free blank; activation factor at 20 µM; 190,000 compounds, 0.34% hits; AID 1216;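 active = activation factor of 2 or more at 20 µM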
Target sequence (P34949 whole entry, looked up): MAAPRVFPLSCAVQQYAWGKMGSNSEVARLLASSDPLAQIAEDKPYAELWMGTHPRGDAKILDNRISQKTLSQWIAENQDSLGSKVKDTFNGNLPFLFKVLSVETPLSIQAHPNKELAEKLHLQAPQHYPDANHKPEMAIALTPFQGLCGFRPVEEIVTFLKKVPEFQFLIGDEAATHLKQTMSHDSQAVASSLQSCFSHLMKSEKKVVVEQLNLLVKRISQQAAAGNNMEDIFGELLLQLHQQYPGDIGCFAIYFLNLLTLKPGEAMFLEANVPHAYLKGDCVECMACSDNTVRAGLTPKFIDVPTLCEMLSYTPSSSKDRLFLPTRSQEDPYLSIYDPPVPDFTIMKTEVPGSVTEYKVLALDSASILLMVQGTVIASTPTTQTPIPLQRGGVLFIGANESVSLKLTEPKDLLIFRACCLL
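Test system – human PMI in coupled enzyme assay · Timing – 20 min incubation at room temperature · Detection – Diaphorase-driven resazurin-to-resorufin fluorescence, excitation 544, emission 590 nm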
PMI activator: phosphomannose isomerase (human) activation; P34949; purified human PMI, coupled resazurin fluorescence, 20 min; stronger effect = higher value; 1 = vehicle control, 0 substrate-free wells; activation factor at 20 µM; 190,000 compounds, 0.005% hits; AID 1214;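 active = activation factor of 2 or more at 20 µM, relative to plate controls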
* marks the source's active call; other numbers are inactive results; · = not tested or not shown. Outcome played no part in choosing rows. About 1.7% of those tested had a hit in this group.

SMILES	TNAP inh hiacc	FLuc stim CS	Diaphorase inh	TNAP inh no acc	G6PDH CS	Efa HMGR inh	TNAP act hi DEA	Diaph act CS	PMI act satM6P	PMI activator
COC(=O)c1cc(OC)c(OC)cc1NC(=O)CCC1CCCC1	-1.1	1.1	5.3	-3.6	-26.1	-6.7	1	0.9	0.9	1
CCc1nnc(NC(=O)CSc2nnc(Cc3cc(=O)[nH]c(=O)[nH]3)n2-c2ccc(OC)cc2)s1	-3.9	1	-12.3	-11.1	5.9	0.6	1	1.1	1.1	1.2
Cc1cc(OC2CCCCC2)nc(-c2ccccc2O)n1	-3.9	1	6.0	-9.4	5.3	-1.7	1	0.9	1	1.1
Cn1c(C(=O)N2CCC(C(=O)N3CCOCC3)CC2)cc2sccc21	-3.9	1.1	5.5	-0.2	-5.0	-7.2	1	0.9	1	0.9
O=C(COC(=O)c1cccc(S(=O)(=O)N2CCN(c3ccc(F)cc3)CC2)c1)NCC1CCCO1 (stereo unspecified)	-0.2	1.1	7.9	0.6	5.1	-9.4	1	0.9	1	0.9
N#Cc1cc([N+](=O)[O-])ccc1N1CCN(c2ccccc2O)CC1	2.9	1	14.5	-2.8	5.6	1.1	1	0.9	0.9	1.1
CCn1c(=O)cc(SCC(=O)NCc2cccnc2)c2ccccc21	-2.0	1	-7.3	-4.7	5.1	-6.2	1	1.1	1.1	1.1
O=C(NCCCN1CCOCC1)c1cc(-c2ccc(Cl)cc2)on1	-2.6	1	8.1	-8.2	-2.5	-1.1	1	0.9	1	1
Nc1nc(SCc2nc(-c3ccccc3)no2)[nH]c(=O)c1-c1ccccc1	2.5	1	15.0	23.0	2.8	-3.6	1	0.8	0.9	0.9
CC(=O)c1c(O)cc(=O)n(-c2ccccc2)c1-c1ccc(C)cc1	-1.3	1.1	-0.4	-7.6	-1.3	2.5	1	1	1.1	1
CNC(=O)COC(=O)c1cc(-c2ccccc2)nn1-c1ccccc1	-4.2	1.1	3.3	-15.1	0.0	-1.1	1	1	1.1	1.1
CCOC(=O)c1cccc(NC(=O)CSc2nnc(C3CCCCC3)n2C)c1	1.4	1	15.9	-7.6	5.6	0.1	1	0.8	0.9	0.8
COC(=O)c1cccc(NC(=O)/C=C/c2ccc([N+](=O)[O-])cc2)c1	1.8	0.8	20.1	3.7	-21.9	-0.8	1	0.8	0.8	0.8
O=C(c1ccccc1)C(Cn1cncn1)C(Sc1ccccc1)c1ccccc1 (stereo unspecified)	7.8	1	-0.9	-5.6	-2.2	-5.5	0.9	1	1.1	1
CN1/C(=C\C(=O)COC(=O)c2ccco2)C(C)(C)c2ccccc21	-0.9	1	15.5	-4.3	12.9	2.8	1	0.8	1	1
CCOc1ccc(C2CC(=O)NC(SCC(=O)OC)=C2C#N)cc1 (stereo unspecified)	-9.2	1.1	9.0	15.3	8.4	1.4	1.1	0.9	0.8	1
c1ccc(-n2nnnc2N2CCOCC2)cc1	-3.4	1	6.7	-7.0	7.4	-0.2	1	0.9	0.9	1
Cc1cccn2c(=O)c(C=O)c(N3CCCCC3)nc12	2.2	1	0.6	-4.2	1.1	-3.5	1	1	1.1	1
COc1cccc(-c2ccc(C#N)c(SCC(=O)NCCc3cccc(Cl)c3)n2)c1	-1.8	1.1	2.5	-4.2	9.0	-5.9	1	1	1	0.9
CCn1c(N)c(C(=O)NCCOC)sc1=S	-2.2	1	19.0	-19.9	5.1	-0.7	1	0.8	0.9	0.9

Reprinted from the part before: 2 compounds; new compounds follow.
SMILES	TNAP inh hiacc	FLuc stim CS	Diaphorase inh	TNAP inh no acc	G6PDH CS	Efa HMGR inh	TNAP act hi DEA	Diaph act CS	PMI act satM6P	PMI activator
COc1cccc(-c2ccc(C#N)c(SCC(=O)NCCc3cccc(Cl)c3)n2)c1	-1.8	1.1	2.5	-4.2	9.0	-5.9	1	1	1	0.9
CCn1c(N)c(C(=O)NCCOC)sc1=S	-2.2	1	19.0	-19.9	5.1	-0.7	1	0.8	0.9	0.9
CN(Cc1nc(-c2ccncc2)no1)S(=O)(=O)c1ccc(Br)cc1	-0.9	1	22.1	-8.0	-14.8	1.5	1	0.8	0.9	0.9
Cc1ccc(C)n1/N=C1/NC(=O)CS1	1.7	1.1	11.2	2.4	14.8	5.0	1	0.9	1.1	1
CCCCOc1ccc(-c2nnc(-c3ccncc3)o2)cc1	-4.4	1	21.5	-8.7	-0.3	-0.8	1	0.8	0.9	0.9
Cc1nnsc1NC(=O)OCC(C)(C)C	-4.9	1	-1.5	-14.2	1.9	-0.8	1	1	1	1
O=C(O)CSc1nnc(-c2ccncc2)n1CCc1ccccc1	-4.1	1	6.4	-12.8	2.4	·	1	0.9	1.1	0.9
Cc1ccc(NC(=O)CC2NCCNC2=O)cc1 (stereo unspecified)	3.3	1	6.5	-7.3	1.2	-6.0	1	0.9	1	0.9
CCn1nc(C)cc1Nc1ccccc1	-0.2	1	-1.4	-6.3	5.2	-2.0	1	1	1.1	1
Cc1ccc(S(=O)(=O)N2CCN(C(=O)N(C)C)CC2)cc1	-3.8	1	8.9	-8.3	13.2	6.8	1	0.9	0.9	0.9
CC1CCC(N2CCN(c3ncccn3)CC2)C1 (stereo unspecified)	4.5	1	7.1	-5.1	5.9	-3.1	1	0.9	1	1.1
CCC(C)NS(=O)(=O)c1ccc(NC(=O)C2CCCO2)cc1 (stereo unspecified)	-7.8	1	15.8	-10.6	3.1	-8.1	1.1	0.8	1	1
CCN(CC)S(=O)(=O)c1cc(C)ccc1SC	0.3	1	11.3	2.0	3.0	2.2	1	0.9	1	1
COc1cc(C)ccc1OCCCOc1c(Cl)cccc1Cl	-0.8	1	11.3	-5.0	7.4	2.2	1	0.9	0.9	0.8
Cc1cc(C(F)F)n2ncc(C(=O)N3CCCCC3)c2n1	-4.2	1.1	10.6	-8.7	0.6	-8.5	1	0.9	1	1
CN(Cc1cnn(C)c1)C(=O)c1cc(COc2c(F)cccc2F)on1	-7.6	1	10.2	-10.4	10.4	-2.5	1.1	0.9	1	1
COc1ccc(-n2ccnc2)cc1	-2.9	1	-8.4	-13.0	1.6	-0.3	1	1.1	1	1
CCOCCCNC(=O)C(NC(=O)C1CCC(=O)N1)c1ccc(C)cc1 (stereo unspecified)	-5.6	1.1	13.4	-11.8	-6.7	-3.4	1.1	0.9	1	0.9
CN(C)c1ccc(NC(=O)c2cnsn2)cc1	-4.6	0.3	14.5	-8.8	11.6	-0.5	1	0.9	0.8	0.8
COc1ccc(Cc2nnc(NS(C)(=O)=O)s2)cc1	-3.4	1	14.0	-5.9	5.6	-8.9	1	0.9	1	0.9
Cc1cc(NC(=O)CN2CCOCC2)n(-c2nc3ccccc3s2)n1	-4.0	1	17.5	-8.8	-1.7	3.6	1	0.8	0.9	0.8
O=c1onc(-c2cccs2)n1Cc1ccccc1	-3.8	1.1	12.8	-8.9	-2.6	2.2	1	0.9	1	0.9
CCCCN=C1N/C(=C\c2ccco2)C(=O)N1c1ccccc1	6.2	1	8.3	-2.9	3.4	5.2	0.9	0.9	1	1
COc1ccccc1NC(=O)COc1ccc(C(=O)OCC(=O)NC(C)(C)C)cc1OC	-0.1	1	-0.9	-3.1	-1.2	3.4	1	1	1	1
COCCNC(=O)C(c1cccs1)N(C(=O)Cn1nnc2ccccc21)c1ccc(OC)cc1 (stereo unspecified)	-0.7	1	13.0	-3.5	2.2	0.3	1	0.9	0.8	0.9
COc1ccccc1CNC(=O)CCCN1C(=O)COc2ccc(C)cc21	2.7	1	7.2	11.7	2.1	-3.7	1	0.9	1	1.1
Cc1cc(OC(=O)c2ccccc2Cl)cc(=O)n1C	-6.4	1.1	10.2	-10.9	2.7	2.0	1.1	0.9	1	1
NNc1nc(-c2ccccc2)cc(-c2ccccc2)n1	1.4	1	0.5	2.8	-4.2	-2.2	1	1	1	0.9
S=C(NCCN1CCCCC1)Nc1ccccc1	-1.8	1	13.3	-6.5	11.0	2.9	1	0.9	0.9	0.9
O=[N+]([O-])c1cc(C(F)(F)F)ccc1N/N=C/c1cc2ccccc2nc1Cl	10.6	1	7.9	7.1	-1.8	1.3	0.9	0.9	1	1
O=C(c1ccc(Cl)c(F)c1F)N1CCCC1	-3.8	1	-4.9	-10.3	3.6	0.1	1	1	0.9	0.9
CC(=O)N(CCC1(C(C)C)CCOC(C)(C)C1)Cc1ccco1 (stereo unspecified)	-0.8	1.1	15.9	-8.6	10.2	4.4	1	0.8	0.9	0.8
COc1ccccc1-c1nc(C#N)c(N2CCC(Cc3ccccc3)CC2)o1	-3.4	0.9	-6.4	4.6	-13.3	-2.8	1	1.1	1	1
CNCc1ccccc1Sc1ccc(OC)cc1	-4.9	1.1	5.7	-7.2	3.0	-2.7	1	0.9	0.9	0.9
CC1(C)Cc2ccccc2-c2nnc(SCc3ccc(C#N)cc3)n21	-2.4	1.1	16.7	-11.6	5.0	1.8	1	0.8	1	1
COc1cc(NC(=S)NCc2ccc(S(N)(=O)=O)cc2)c(OC)cc1Cl	0.0	1.1	21.3	-6.1	-4.7	-6.5	1	0.8	1	0.9
Nc1nc(SCC(=O)NCc2ccco2)[nH]c(=O)c1-c1ccccc1	-1.8	1.1	9.8	23.1	0.0	-1.2	1	0.9	1	0.9
CSCc1c(C(=O)NC2CCCc3ccccc32)oc2ccccc12 (stereo unspecified)	-3.4	1	10.1	-7.1	-1.0	-0.2	1	0.9	0.9	0.8
COc1cccc(S(=O)(=O)NCc2ccc(C(=O)NCC3CCCO3)cc2)c1 (stereo unspecified)	0.3	1	13.4	-3.9	24.5	0.9	1	0.9	0.9	0.9
CCc1cc2cc(C)c(C)cc2nc1SCC(=O)NNC(=O)c1ccco1	-3.9	1	6.5	-12.4	13.6	-2.4	1	0.9	0.9	0.9

Some entries already given, limited to G6PDH CS and TNAP act hi DEA:
| canonical_smiles | G6PDH CS | TNAP act hi DEA |
| --- | --- | --- |
| CCc1cc2cc(C)c(C)cc2nc1SCC(=O)NNC(=O)c1ccco1 | 13.6 | 1 |
| Nc1nc(SCC(=O)NCc2ccco2)[nH]c(=O)c1-c1ccccc1 | 0.0 | 1 |
| S=C(NCCN1CCCCC1)Nc1ccccc1 | 11.0 | 1 |
| COc1ccccc1NC(=O)COc1ccc(C(=O)OCC(=O)NC(C)(C)C)cc1OC | -1.2 | 1 |
